Mtb BioA inh: M. tuberculosis BioA enzyme inhibitors, primary screen, biochemical, plate reader, single point, HTS; 7,8-diaminopelargonic acid synthase BioA (Mycobacterium tuberculosis); purified M. tuberculosis BioA enzyme; inhibition, % at 9.99 µM; 0.096% of 360,000 active; AID 602481, 2012; in the data active = inhibition above about 40%
TcdB inh: TcdB glycohydrolase inhibitors, primary screen, biochemical, single point, plate reader; TcdB glycohydrolase enzymatic assay; inhibition, % at 9.99 µM; 0.24% of 350,000 active; AID 652162, 2013; in the data active = inhibition above about 10%
Target sequence (P18177 whole entry, looked up): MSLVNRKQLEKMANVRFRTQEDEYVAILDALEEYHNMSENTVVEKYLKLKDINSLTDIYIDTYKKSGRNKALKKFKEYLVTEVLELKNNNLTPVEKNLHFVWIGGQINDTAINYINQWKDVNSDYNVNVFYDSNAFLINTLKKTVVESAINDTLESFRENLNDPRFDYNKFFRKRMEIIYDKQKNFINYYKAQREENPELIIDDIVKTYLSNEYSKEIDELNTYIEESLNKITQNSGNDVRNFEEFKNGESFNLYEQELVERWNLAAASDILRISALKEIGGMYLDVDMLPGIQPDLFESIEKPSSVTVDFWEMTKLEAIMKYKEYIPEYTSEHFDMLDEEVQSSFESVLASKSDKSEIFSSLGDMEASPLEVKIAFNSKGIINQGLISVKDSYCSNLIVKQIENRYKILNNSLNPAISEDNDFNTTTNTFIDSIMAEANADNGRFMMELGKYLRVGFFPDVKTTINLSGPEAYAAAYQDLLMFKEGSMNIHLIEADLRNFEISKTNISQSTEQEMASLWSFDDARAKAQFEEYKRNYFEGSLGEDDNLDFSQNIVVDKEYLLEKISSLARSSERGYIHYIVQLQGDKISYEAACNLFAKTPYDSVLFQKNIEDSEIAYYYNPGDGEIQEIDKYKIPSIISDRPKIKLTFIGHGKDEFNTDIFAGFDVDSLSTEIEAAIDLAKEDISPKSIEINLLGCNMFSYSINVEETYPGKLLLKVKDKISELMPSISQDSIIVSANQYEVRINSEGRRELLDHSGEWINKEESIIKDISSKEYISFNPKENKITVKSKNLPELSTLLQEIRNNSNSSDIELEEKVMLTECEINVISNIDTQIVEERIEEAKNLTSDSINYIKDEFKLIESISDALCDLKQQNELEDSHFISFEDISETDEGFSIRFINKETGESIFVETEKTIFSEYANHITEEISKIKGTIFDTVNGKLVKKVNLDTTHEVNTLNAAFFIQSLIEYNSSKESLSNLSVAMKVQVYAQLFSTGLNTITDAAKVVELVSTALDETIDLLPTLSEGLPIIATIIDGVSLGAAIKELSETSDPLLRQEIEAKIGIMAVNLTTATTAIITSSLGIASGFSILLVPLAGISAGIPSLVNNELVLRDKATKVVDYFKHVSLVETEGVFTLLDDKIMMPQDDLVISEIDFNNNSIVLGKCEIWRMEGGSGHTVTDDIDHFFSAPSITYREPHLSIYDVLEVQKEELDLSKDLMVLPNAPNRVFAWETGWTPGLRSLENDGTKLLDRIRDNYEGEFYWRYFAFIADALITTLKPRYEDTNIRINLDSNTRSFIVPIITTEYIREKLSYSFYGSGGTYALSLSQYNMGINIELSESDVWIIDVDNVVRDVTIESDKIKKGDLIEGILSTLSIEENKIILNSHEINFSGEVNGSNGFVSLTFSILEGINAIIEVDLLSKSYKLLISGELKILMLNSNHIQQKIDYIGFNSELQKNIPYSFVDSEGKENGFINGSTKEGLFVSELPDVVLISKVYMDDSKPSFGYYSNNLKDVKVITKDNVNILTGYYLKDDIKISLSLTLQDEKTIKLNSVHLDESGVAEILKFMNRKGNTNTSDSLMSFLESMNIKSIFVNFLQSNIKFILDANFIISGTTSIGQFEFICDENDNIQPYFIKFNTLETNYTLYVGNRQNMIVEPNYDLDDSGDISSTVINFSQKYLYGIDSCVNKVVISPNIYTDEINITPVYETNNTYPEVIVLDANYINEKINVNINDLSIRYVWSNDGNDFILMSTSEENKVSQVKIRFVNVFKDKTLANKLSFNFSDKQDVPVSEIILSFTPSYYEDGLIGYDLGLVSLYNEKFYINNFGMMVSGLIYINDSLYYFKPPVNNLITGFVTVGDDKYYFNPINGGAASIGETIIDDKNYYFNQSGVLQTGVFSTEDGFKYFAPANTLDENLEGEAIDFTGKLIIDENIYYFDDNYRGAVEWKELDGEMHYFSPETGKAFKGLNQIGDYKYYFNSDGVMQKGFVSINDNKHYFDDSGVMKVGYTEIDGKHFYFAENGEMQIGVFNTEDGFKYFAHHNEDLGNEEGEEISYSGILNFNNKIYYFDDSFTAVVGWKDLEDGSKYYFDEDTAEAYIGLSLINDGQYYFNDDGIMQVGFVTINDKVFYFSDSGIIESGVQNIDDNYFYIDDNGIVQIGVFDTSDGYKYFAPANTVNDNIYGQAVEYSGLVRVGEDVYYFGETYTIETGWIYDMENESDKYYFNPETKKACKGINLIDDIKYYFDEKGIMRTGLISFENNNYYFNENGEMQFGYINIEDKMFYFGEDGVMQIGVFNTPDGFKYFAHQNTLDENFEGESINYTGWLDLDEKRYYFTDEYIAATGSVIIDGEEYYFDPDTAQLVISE
* marks the source's active call; other numbers are inactive results. Some of the compounds tested; rates above refer to the full screens.

SMILES | Mtb BioA inh | TcdB inh
C[C@@H]1CN([C@H](C)CO)S(=O)(=O)c2ccc(-c3ccccc3)cc2O[C@H]1CN(C)C(=O)CN(C)C | -3.7 | 0.8
CN1C(=O)c2cc(NC(=O)Nc3cccc(Cl)c3)ccc2OC[C@H]2O[C@H](CC(=O)O)CC[C@@H]21 | 7.7 | -0.2
COc1ccc(C#Cc2ccc3c(c2)O[C@H](CN(C)S(=O)(=O)c2ccccc2F)[C@@H](C)CN([C@H](C)CO)S3(=O)=O)cc1 | 0.3 | -0.3
Cc1noc(C)c1NC(=O)Nc1cccc2c1O[C@H](CN(C)Cc1ccc3c(c1)OCO3)[C@@H](C)CN([C@H](C)CO)C2=O | -0.1 | -0.8
CCC(=O)Nc1ccc2c(c1)C(=O)N(C)[C@@H]1CC[C@H](CC(=O)NCCN3CCCCC3)O[C@H]1CO2 | -0.3 | -0.5
COc1cccc(CNC(=O)C[C@H]2CC[C@@H]3[C@H](COc4ccc(NC(=O)c5cccs5)cc4C(=O)N3C)O2)c1 | -1.0 | 0.3
C[C@@H]1CCCCO[C@@H](CN(C)C(=O)CCC(F)(F)F)[C@H](C)CN([C@@H](C)CO)C(=O)c2cc(NS(=O)(=O)c3cn(C)cn3)ccc2O1 | -1.8 | 0.3
COCC(=O)Nc1ccc2c(c1)OC[C@H](C)N(Cc1ccncc1)C[C@@H](C)[C@@H](OC)CN(C)C2=O | -1.2 | 0.5
C[C@@H]1CN([C@@H](C)CO)C(=O)c2cc(C#CC3(O)CCCC3)cnc2O[C@@H]1CN(C)Cc1ccccn1 | 0.3 | 0.5
CCNC(=O)C[C@H]1CC[C@H]2[C@@H](COc3ccc(NC(=O)Nc4cccc(C)c4)cc3C(=O)N2C)O1 | 2.3 | 1.7
O=C(C[C@H]1CC[C@@H](NS(=O)(=O)c2ccccc2)[C@H](CO)O1)NCc1ccc(Cl)c(Cl)c1 | -1.8 | -0.2
O=C(N[C@H]1CC[C@H](CCNS(=O)(=O)c2ccc(Cl)cc2)O[C@@H]1CO)c1cccnc1 | -0.1 | 0.8
CN1C(=O)c2cc(NC(=O)NC3CCCC3)ccc2OC[C@H]2O[C@@H](CC(=O)O)CC[C@H]21 | -1.8 | 0.8
CNC[C@@H]1OCCCC[C@H](C)Oc2ccc(NC(=O)c3ccncc3)cc2C(=O)N([C@H](C)CO)C[C@H]1C | -4.1 | 0.4
CC(C)NC(=O)N[C@@H]1CC[C@H](CC(=O)N2CCCCC2)O[C@@H]1CO | 4.3 | 1.6
C[C@@H]1CN([C@@H](C)CO)C(=O)Cc2cc(NC(=O)CCN3CCOCC3)ccc2O[C@H]1CN(C)C(=O)Nc1ccc(C(F)(F)F)cc1 | 3.8 | 1.1
CC(=O)N(C)C[C@@H]1Oc2ncc(C#C[C@H](C)O)cc2C(=O)N([C@H](C)CO)C[C@H]1C | -2.7 | -0.6
COCC#Cc1ccc2c(c1)O[C@@H](CN(C)C(=O)c1ccccc1)[C@@H](C)CN([C@@H](C)CO)S2(=O)=O | -0.5 | 0.8
C[C@@H]1CN([C@@H](C)CO)C(=O)c2cc(NS(=O)(=O)c3ccccc3)ccc2O[C@@H](C)CCCCO[C@H]1CN(C)S(=O)(=O)c1cn(C)cn1 | 0.3 | -0.1
COC(=O)C[C@H]1CC[C@@H]2[C@H](COc3ccc(NC(=O)Nc4ccc(C)cc4)cc3C(=O)N2C)O1 | 9.7 | 6.2
CO[C@@H]1CN(C)C(=O)c2ccc(NS(=O)(=O)c3ccccc3)cc2OC[C@H](C)N(Cc2nccs2)C[C@H]1C | -1.2 | 1.7
C[C@@H]1CN([C@H](C)CO)C(=O)CCCn2cc(nn2)CO[C@H]1CN(C)Cc1ccc2cccnc2c1 | -1.1 | -0.1
CO[C@@H]1CN(C)C(=O)c2ccc(NS(C)(=O)=O)cc2OC[C@@H](C)N(CC2CCOCC2)C[C@H]1C | -1.0 | -1.1
CC(C)(C)[S@](=O)N1Cc2cc(C(=O)N3CCc4ccccc4C3)nc(-c3cccc(-c4ccncc4)c3)c2[C@@H]1CCO | 5.3 | 1.1
Cc1noc(C)c1S(=O)(=O)Nc1cccc2c1O[C@H](CN(C)C)[C@H](C)CN([C@H](C)CO)C2=O | 1.8 | -1.4

Part of the list above in order of SMILES length, low to high:
SMILES | Mtb BioA inh | TcdB inh
O=C(N[C@H]1CC[C@H](CCNS(=O)(=O)c2ccc(Cl)cc2)O[C@@H]1CO)c1cccnc1 | -0.1 | 0.8
COCC#Cc1ccc2c(c1)O[C@@H](CN(C)C(=O)c1ccccc1)[C@@H](C)CN([C@@H](C)CO)S2(=O)=O | -0.5 | 0.8
COc1ccc(C#Cc2ccc3c(c2)O[C@H](CN(C)S(=O)(=O)c2ccccc2F)[C@@H](C)CN([C@H](C)CO)S3(=O)=O)cc1 | 0.3 | -0.3

Continuation:
SMILES | Mtb BioA inh | TcdB inh
C[C@@H]1CCCCO[C@H](CN(C)Cc2ccc3c(c2)OCO3)[C@H](C)CN([C@H](C)CO)C(=O)c2cc(NC(=O)Nc3ccc(F)cc3)ccc2O1 | -1.3 | 1.0
Cn1cnc(S(=O)(=O)N2C[C@H](O)COC[C@@H]3O[C@@H](CC(=O)NC4CCCC4)CC[C@H]32)c1 | -1.3 | -2.6
C[C@@H]1CCCCO[C@H](CN(C)C(=O)Nc2ccc(C(F)(F)F)cc2)[C@H](C)CN([C@H](C)CO)C(=O)c2cc(NC(=O)c3ccccc3)ccc2O1 | -0.2 | -0.4
C[C@H](CO)N1C[C@H](C)[C@H](CN(C)S(=O)(=O)c2ccccc2F)Oc2cc(-c3ccncc3)ccc2S1(=O)=O | 2.0 | 0.1
COCC(=O)N1CCCCN2[C@H](C1)[C@H](c1ccc(C#Cc3ccccc3)cc1)[C@@H]2CO | 2.5 | -1.0
Cc1noc(C)c1S(=O)(=O)N(C)C[C@H]1OCCCC[C@@H](C)Oc2ccc(NS(=O)(=O)c3cccs3)cc2C(=O)N([C@@H](C)CO)C[C@@H]1C | 1.6 | -0.1
C[C@@H]1CN([C@@H](C)CO)C(=O)c2cccc(NC(=O)C3CCOCC3)c2O[C@@H]1CN(C)CC1CC1 | 0.8 | -0.8
Cc1noc(C)c1S(=O)(=O)N(C)C[C@@H]1Oc2ccc(NC(=O)Cc3cn(C)c4ccccc34)cc2CC(=O)N([C@H](C)CO)C[C@@H]1C | -2.1 | 0.6
CCCN1C[C@@H](C)[C@@H](OC)CN(C)C(=O)c2cc(NC(=O)C3CCOCC3)ccc2OC[C@@H]1C | -1.9 | 1.3
COc1ccc(S(=O)(=O)Nc2ccc3c(c2)C(=O)N([C@@H](C)CO)C[C@@H](C)[C@H](CN(C)C(=O)NC(C)C)OCCCC[C@@H](C)O3)cc1 | 0.7 | -3.5
C[C@H](CO)N1C[C@H](C)[C@H](CN(C)Cc2ccc(Oc3ccccc3)cc2)Oc2ccc(NS(C)(=O)=O)cc2C1=O | -2.2 | -1.0
CO[C@@H]1CN(C)C(=O)c2cc(NC(=O)c3ccccc3)ccc2OC[C@H](C)N(C)C[C@@H]1C | -1.0 | 0.2
COc1cccc(NC(=O)N[C@H]2C=C[C@@H](CC(=O)N3CCOCC3)O[C@H]2CO)c1 | -0.4 | -0.9
C[C@H]1CN([C@@H](C)CO)C(=O)c2cccc(NC(=O)c3cnccn3)c2O[C@H]1CN(C)Cc1ccccc1 | -1.2 | -3.9
COc1ccc(NC(=O)N(C)C[C@H]2Oc3ccc(N(C)C)cc3CC(=O)N([C@@H](C)CO)C[C@@H]2C)cc1 | -1.2 | -8.1
C[C@@H]1CN([C@H](C)CO)C(=O)c2cc(NS(=O)(=O)c3cn(C)cn3)ccc2O[C@@H](C)CCCCO[C@@H]1CN(C)S(=O)(=O)c1cn(C)cn1 | -1.1 | -8.4
CCNC(=O)C[C@@H]1CC[C@@H]2[C@H](COC[C@@H](O)CN2Cc2ccccc2F)O1 | 1.5 | -2.3
CN(C)C(=O)[C@H]1[C@H](CO)[C@H]2Cn3c(ccc(-c4ccncc4)c3=O)[C@@H]1N2CC1CCCC1 | -0.8 | -0.9
O=C(C[C@H]1C[C@@H]2c3cc(NC(=O)NC4CCCCC4)ccc3O[C@@H]2[C@H](CO)O1)NCc1ccncc1 | -3.6 | -2.0
COCC(=O)N(C)C[C@@H]1Oc2cc(C#C[C@H](C)O)ccc2S(=O)(=O)N([C@@H](C)CO)C[C@@H]1C | 1.3 | 0.6
C[C@H](CO)N1C[C@H](C)[C@H](CN(C)C(=O)CN(C)C)Oc2ncc(C#C[C@@H](C)O)cc2C1=O | -2.0 | 0.2
COc1cccc(NC(=O)N[C@H]2C=C[C@@H](CC(=O)NCc3ccncn3)O[C@@H]2CO)c1 | -2.7 | -7.7
CCC(=O)NC[C@@H]1[C@@H](c2ccccc2)[C@H](CO)N1C(=O)C1CC1 | -6.5 | -5.4
Cc1noc(C)c1NC(=O)N(C)C[C@H]1Oc2ccc(NC(=O)Nc3ccc4c(c3)OCO4)cc2CC(=O)N([C@@H](C)CO)C[C@H]1C | -1.0 | -3.0
CO[C@@H]1CC[C@H]2CCOc3ccc(C#N)cc3C(=O)N(C)C[C@@H](C)C(=O)N(C)C[C@@H]1O2 | -3.2 | -1.2
COCC#Cc1cnc2c(c1)C(=O)N([C@@H](C)CO)C[C@@H](C)[C@@H](CN(C)C(=O)C1CC1)O2 | -1.2 | -0.3

Sorted by length of the SMILES (high to low): 16 of the compounds above.
SMILES | Mtb BioA inh | TcdB inh
C[C@@H]1CCCCO[C@H](CN(C)C(=O)Nc2ccc(C(F)(F)F)cc2)[C@H](C)CN([C@H](C)CO)C(=O)c2cc(NC(=O)c3ccccc3)ccc2O1 | -0.2 | -0.4
COc1ccc(S(=O)(=O)Nc2ccc3c(c2)C(=O)N([C@@H](C)CO)C[C@@H](C)[C@H](CN(C)C(=O)NC(C)C)OCCCC[C@@H](C)O3)cc1 | 0.7 | -3.5
Cc1noc(C)c1NC(=O)Nc1cccc2c1O[C@H](CN(C)Cc1ccc3c(c1)OCO3)[C@@H](C)CN([C@H](C)CO)C2=O | -0.1 | -0.8
CC(C)(C)[S@](=O)N1Cc2cc(C(=O)N3CCc4ccccc4C3)nc(-c3cccc(-c4ccncc4)c3)c2[C@@H]1CCO | 5.3 | 1.1
COCC#Cc1ccc2c(c1)O[C@@H](CN(C)C(=O)c1ccccc1)[C@@H](C)CN([C@@H](C)CO)S2(=O)=O | -0.5 | 0.8
O=C(C[C@H]1C[C@@H]2c3cc(NC(=O)NC4CCCCC4)ccc3O[C@@H]2[C@H](CO)O1)NCc1ccncc1 | -3.6 | -2.0
C[C@@H]1CN([C@H](C)CO)S(=O)(=O)c2ccc(-c3ccccc3)cc2O[C@H]1CN(C)C(=O)CN(C)C | -3.7 | 0.8
C[C@H](CO)N1C[C@H](C)[C@H](CN(C)C(=O)CN(C)C)Oc2ncc(C#C[C@@H](C)O)cc2C1=O | -2.0 | 0.2
CO[C@@H]1CC[C@H]2CCOc3ccc(C#N)cc3C(=O)N(C)C[C@@H](C)C(=O)N(C)C[C@@H]1O2 | -3.2 | -1.2
CN1C(=O)c2cc(NC(=O)Nc3cccc(Cl)c3)ccc2OC[C@H]2O[C@H](CC(=O)O)CC[C@@H]21 | 7.7 | -0.2
CCCN1C[C@@H](C)[C@@H](OC)CN(C)C(=O)c2cc(NC(=O)C3CCOCC3)ccc2OC[C@@H]1C | -1.9 | 1.3
CO[C@@H]1CN(C)C(=O)c2cc(NC(=O)c3ccccc3)ccc2OC[C@H](C)N(C)C[C@@H]1C | -1.0 | 0.2
COc1cccc(NC(=O)N[C@H]2C=C[C@@H](CC(=O)NCc3ccncn3)O[C@@H]2CO)c1 | -2.7 | -7.7
CCNC(=O)C[C@@H]1CC[C@@H]2[C@H](COC[C@@H](O)CN2Cc2ccccc2F)O1 | 1.5 | -2.3
CCC(=O)NC[C@@H]1[C@@H](c2ccccc2)[C@H](CO)N1C(=O)C1CC1 | -6.5 | -5.4
CC(C)NC(=O)N[C@@H]1CC[C@H](CC(=O)N2CCCCC2)O[C@@H]1CO | 4.3 | 1.6

Screens as filed in PubChem BioAssay.
